MC4R antag cAMP: blocks human MC4R cAMP signaling; MC4R-expressing cells, MTII-stimulated cAMP, LANCE TR-FRET; hit rate 0.48% among 360,000; inhibition, % at 6.5 µM; P32245; AID 540295;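 active = inhibition above its plate's cutoff, the mean of tested wells on that plate plus 3 SD, cut at about 29% in these data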;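 note: 0% = Melanotan II alone and 100% = Melanotan II plus saturating MCL0020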
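System – human MC4R-expressing U2OS cells · Also added – Melanotan II · Dosing – one concentration, 6.5 µM nominal · Timing – 30-min compound, 1-h challenge, 1-h detection, room temperature · Measured by – Eu-cAMP/anti-cAMP TR-FRET, emission 671 nm · Replicates – singlicate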
CaV13 ICDI inh: Primary screen for inhibitors of IQ motif and Ca2+-dependent inactivation inhibitor domain binding in CACNA1D, Förster resonance energy transfer in living cells, …. HEK cells, CFP/YFP FRET ICDI-IQ, plate reader, 10 min; percent FRET-ratio fall versus neutral wells. inhibition, % at 12.3 µM. AID 743397. hit rate 0.098% among 340,000;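 active = mean replicate inhibition of at least 30% and at least 1% of replicates passing that level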;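 note: 0% = median of the neutral control wells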
HTR2A ag: activates the mouse 5-HT2A serotonin receptor | hit rate 0.66% among 360,000 | CHO-K1 mHTR2A beta-arrestin complementation, luminescence; percent of 30 µM serotonin response | activation, % at 7.6 µM | P35363;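 active = activation above a run cutoff, the mean activation of all tested compounds plus 3 SD, cut at about 14% in these data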;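 note: 0% = plate median of compound wells and 100% = 30 µM serotonin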
Cardio protect: myocardial damage modulation in H9c2 cells | protection from H2O2 cell death, % at 20 µM | hit rate 0.63% among 360,000 | H9c2 cardiomyocytes, H2O2 injury protection, ATPLite, 2 h;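 active = compounds giving at least 50% protection of heart cells from peroxide-induced death in the single-dose screen, raw or plate-pattern-corrected value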;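 note: 0% = DMSO wells with peroxide and 100% = DMSO wells without peroxide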
PDI turbidity: blocks human protein disulfide isomerase activity. hit rate 0.052% among 350,000. PDI insulin aggregation turbidity, A650, 90 min. inhibition, % at 10 µM. P07237;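 active = mean inhibition across replicates of 30% or more, whatever share of single replicates reach that level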;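 note: absorbance from insulin aggregation driven by PDI reduction with DTT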
Glyco luc inh: blocks N-linked glycosylation in D54 reporter cells. D54 ERlucT glycosylation luciferase reporter, 24 h; percent of 100 nM tunicamycin response. reporter increase, % at 12.5 µM. hit rate 0.23% among 360,000;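 active = mean luciferase reporter signal, scaled so untreated is 0 and the glycosylation-blocking control 100, at or above a set limit in every replicate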;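 note: luciferase carries N-glycosylation sites so blocking glycosylation raises the light; 0% = median of neutral control wells and 100% = median of 100 nM tunicamycin wells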
ABCB6 inh 2: human ABCB6 transporter inhibition; K562-ABCB6 porphyrin accumulation, flow cytometry, 1 h; active compounds read low; hit rate 0.19% among 360,000; fluorescence ratio to DMSO, % at 10 µM; Q9NP58;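 active = fluorescence ratio to DMSO below 75%, the collection mean minus 3 SD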;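 note: signal is porphyrin accumulated inside mitochondria; 100% equals median channel fluorescence of DMSO control wells; lower ratio means ABCB6 inhibition with less porphyrin fluorescence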
ABHD5 PLIN5 PPI: ABHD5-PLIN5 protein interaction inhibition. Q00G26+Q8WTS1. Split G. princeps luciferase complementation, luminescence, 4 h. inhibition, % at 4 µM. hit rate 0.78% among 360,000;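 active = inhibition above the mean inhibition across every tested compound plus 3 SD, cut at about 22% in these data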;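 note: 0% = DMSO only wells and the 100% control is not disclosed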
Target sequence (Q00G26 whole entry, looked up): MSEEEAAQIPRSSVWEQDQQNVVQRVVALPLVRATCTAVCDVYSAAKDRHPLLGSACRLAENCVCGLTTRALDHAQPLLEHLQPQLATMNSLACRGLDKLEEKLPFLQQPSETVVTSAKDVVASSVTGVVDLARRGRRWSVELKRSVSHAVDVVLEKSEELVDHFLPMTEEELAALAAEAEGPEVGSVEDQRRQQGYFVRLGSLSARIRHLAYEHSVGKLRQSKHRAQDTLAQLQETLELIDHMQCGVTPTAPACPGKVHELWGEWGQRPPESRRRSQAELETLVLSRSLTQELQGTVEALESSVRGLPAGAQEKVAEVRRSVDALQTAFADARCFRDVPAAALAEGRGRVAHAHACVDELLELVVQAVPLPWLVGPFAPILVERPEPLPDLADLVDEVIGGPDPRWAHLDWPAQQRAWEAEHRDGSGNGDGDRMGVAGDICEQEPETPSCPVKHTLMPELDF
Target sequence (Q8WTS1 whole entry, looked up): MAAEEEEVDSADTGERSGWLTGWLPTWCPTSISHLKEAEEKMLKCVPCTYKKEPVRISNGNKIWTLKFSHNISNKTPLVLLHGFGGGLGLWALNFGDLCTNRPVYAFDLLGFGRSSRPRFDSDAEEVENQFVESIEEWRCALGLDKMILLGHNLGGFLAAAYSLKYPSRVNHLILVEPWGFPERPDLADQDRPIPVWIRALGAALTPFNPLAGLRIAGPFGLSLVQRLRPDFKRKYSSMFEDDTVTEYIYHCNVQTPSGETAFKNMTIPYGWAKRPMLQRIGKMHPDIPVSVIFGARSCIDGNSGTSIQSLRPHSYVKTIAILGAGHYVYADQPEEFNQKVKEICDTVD
Granule exo inh: blocks lytic granule exocytosis | TALL-104 LAMP-1 surface exposure, flow cytometry; cells stimulated with thapsigargin and PMA | inhibition, % at 10 µM | hit rate 0.66% among 360,000;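 active = inhibition above about 55%, limit read from the data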
MC4R ag barr: agonists of human melanocortin 4 receptor (MC4R) beta-arrestin. P32245. U2OS MC4R beta-arrestin complementation, luminescence; percent of melanotan II response, DMSO zero. activation, % at 8.9 µM. hit rate 0.98% among 360,000. AID 540308;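 active = activation above a per-plate cutoff, the mean activation of sample wells on that plate plus 3 SD, cut at about 8% in these data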
* marks the source's active call; other numbers are inactive results; · = not tested or not shown.

canonical_smiles	Cardio protect	MC4R ag barr	ABCB6 inh 2	HTR2A ag	ABHD5 PLIN5 PPI	MC4R antag cAMP	CaV13 ICDI inh	Glyco luc inh	PDI turbidity	Granule exo inh
COc1cccc(NC(=O)CN(C)S(=O)(=O)c2ccc3[nH]c(=O)oc3c2)c1	0.4	-0.3	97.0	-1.7	-13.9	-2.7	-4.0	1.6	-0.1	-0.7
COc1c(C)cc(C(=O)C2CCCN(C(=O)c3snnc3C)C2)cc1C (stereo unspecified)	6.4	-0.8	103.0	3.0	-3.9	-0.1	-4.8	-0.1	-5.8	-9.8
S=c1[nH]c2nc(Cl)c(Cl)nc2[nH]1	2.0	-0.1	101.0	6.7	-12.7	5.6	-5.3	1.7	8.0	-0.3
Cc1cc(C)c2nc(N3CCCC(C(=O)NCCN4CCOCC4)C3)sc2c1 (stereo unspecified)	-2.7	0.0	97.0	0.4	-2.1	20.5	-7.5	-2.0	-1.8	8.3
COc1ccc(OCC(=O)N/N=C/c2ccc(N(C)C)cc2)cc1	-3.6	-1.4	99.0	2.2	1.8	-1.8	-3.9	1.6	-5.6	0.6
COc1ccc(/C=N/n2c(C)cc(C)cc2=O)cc1	-1.4	-1.1	100.0	-2.5	-0.2	5.1	-2.5	0.8	-4.7	0.2
COc1ccc2[nH]c(=S)[nH]c2c1	-5.4	-1.8	84.0	0.5	5.1	-1.0	-6.9	-0.1	-6.9	3.7
COc1ccccc1N/C(=N/S(=O)(=O)c1ccc(C)cc1)c1ccc(Cl)cc1	-5.4	0.2	93.0	-2.3	-9.6	29.7*	-8.0	-3.1	-5.2	-1.2
Cc1cccnc1NC(=O)CCNS(=O)(=O)c1ccc2c(c1)c(=O)n(C)c(=O)n2C	-4.0	-1.1	102.0	-0.2	-1.5	1.0	0.2	-2.6	2.2	-2.2
CCCn1cnc2c(c1=O)c1nc3ccccc3nc1n2CCc1ccccc1	10.4	-2.2	101.0	4.8	-4.6	12.5	·	2.3	14.2	1.1
CC(C)(C)c1ccc(C(=O)N2CCC(C(=O)NC3CC3)CC2)cc1	-2.8	1.3	87.0	4.6	-2.5	6.1	-3.8	0.8	7.7	-2.7
CCCc1cc(=O)[nH]c(SCc2ccccc2)n1	-0.3	0.8	99.0	-1.0	5.2	3.9	-5.0	3.5	-7.0	3.7
Nc1ncnc(NNC(=O)CNC(=O)c2c(F)cccc2Cl)c1[N+](=O)[O-]	0.3	-1.5	99.0	-2.2	0.1	6.8	-4.5	3.2	-2.4	-6.6
Clc1ccc(CSc2nnc(-c3ccncc3)o2)cc1	2.1	-1.1	96.0	-4.1	0.3	5.5	-8.3	-8.0	-5.1	-5.0
CCc1cc(/C(Cc2ccc3ccccc3n2)=N\O)c(O)cc1O	-25.8	-1.8	99.0	-4.2	-14.0	7.9	0.3	-3.8	-2.5	-1.4
O=C(CN1C(=O)NC2(CCCCC2)C1=O)N(Cc1ccco1)Cc1cccs1	-0.6	-2.6	98.0	4.2	-3.0	6.9	-1.4	1.2	0.4	14.9
CCN(CC(=O)Nc1ccc2c(c1)OCO2)CC(=O)Nc1ccccc1C(F)(F)F	0.6	-1.1	97.0	-2.7	0.9	-1.8	-16.7	1.1	1.2	3.1
O=C(Cn1cnc2c(nnn2-c2ccccc2)c1=O)NCC1CCCO1 (stereo unspecified)	6.5	1.2	92.0	1.8	2.9	1.9	-4.8	1.0	·	-3.2
COc1cc2[nH]c(C(=O)NCCc3ccccc3)cc2c(OC)c1OC	-0.8	-1.3	102.0	-11.9	1.9	14.4	-20.3	7.9	6.9	-7.7
N#Cc1ccc(CN2CCN(C(=O)c3ccc(S(=O)(=O)NCc4ccco4)cc3)CC2)cc1	-1.8	-1.0	91.0	5.4	-4.0	1.7	-5.8	3.6	3.4	-0.4
Cc1ccc(C(=O)NC2CC(C)(C)NC(C)(C)C2)cc1Cl	4.4	0.1	101.0	3.3	4.1	-3.2	-5.3	-0.4	-5.7	2.1
CCCc1nnc(NC(=O)OCC)s1	2.0	-0.8	82.0	-1.2	3.3	13.3	-6.2	0.3	-1.5	1.0
Cn1nc(C(F)(F)F)c(-c2cccc(C(F)(F)F)c2)c1NC(=O)CSCC(=O)O	2.2	-0.2	103.0	0.2	5.9	4.0	-4.7	0.9	-2.4	0.3
CCOc1cc(C(=S)N2CCOCC2)ccc1OS(=O)(=O)c1ccccc1[N+](=O)[O-]	7.0	0.6	86.0	7.7	3.2	12.7	-4.9	0.3	-9.0	-3.9
CCOc1ccc(C(=O)Nc2cc(Cl)ccc2-n2cncn2)cc1OC	12.5	-2.7	95.0	-1.5	5.3	11.1	-5.7	1.3	7.3	-8.7

Some of the entries so far, with two lines to a compound.
Below each SMILES: Cardio protect	MC4R ag barr	ABCB6 inh 2	HTR2A ag	ABHD5 PLIN5 PPI	MC4R antag cAMP	CaV13 ICDI inh	Glyco luc inh	PDI turbidity	Granule exo inh
Cn1nc(C(F)(F)F)c(-c2cccc(C(F)(F)F)c2)c1NC(=O)CSCC(=O)O
→ 2.2	-0.2	103.0	0.2	5.9	4.0	-4.7	0.9	-2.4	0.3
CCOc1cc(C(=S)N2CCOCC2)ccc1OS(=O)(=O)c1ccccc1[N+](=O)[O-]
→ 7.0	0.6	86.0	7.7	3.2	12.7	-4.9	0.3	-9.0	-3.9

Structures listed so far that have a nitro group on carbon (2):
canonical_smiles	Cardio protect	MC4R ag barr	ABCB6 inh 2	HTR2A ag	ABHD5 PLIN5 PPI	MC4R antag cAMP	CaV13 ICDI inh	Glyco luc inh	PDI turbidity	Granule exo inh
Nc1ncnc(NNC(=O)CNC(=O)c2c(F)cccc2Cl)c1[N+](=O)[O-]	0.3	-1.5	99.0	-2.2	0.1	6.8	-4.5	3.2	-2.4	-6.6
CCOc1cc(C(=S)N2CCOCC2)ccc1OS(=O)(=O)c1ccccc1[N+](=O)[O-]	7.0	0.6	86.0	7.7	3.2	12.7	-4.9	0.3	-9.0	-3.9

Further entries follow.
canonical_smiles	Cardio protect	MC4R ag barr	ABCB6 inh 2	HTR2A ag	ABHD5 PLIN5 PPI	MC4R antag cAMP	CaV13 ICDI inh	Glyco luc inh	PDI turbidity	Granule exo inh
Cc1c(NC(=O)c2cc3nc(-c4ccc(Br)cc4)cc(C(F)(F)F)n3n2)c(=O)n(-c2ccccc2)n1C	-2.1	-2.4	96.0	2.1	-0.6	-2.4	-4.1	0.1	-6.0	0.2
COc1c2ccccc2c(OC)c2ccccc12	2.4	1.4	95.0	0.3	1.5	-6.0	-10.5	2.9	3.2	-2.5
CSCCC(NC(=O)COc1ccccc1)C(=O)OCCOc1ccc(F)cc1 (stereo unspecified)	-4.2	-0.6	94.0	-4.4	-6.8	7.1	-4.1	-3.7	-5.3	11.9
O=C(CSc1nnc(SCc2ccc(Cl)cc2)s1)N1CCOCC1	-5.4	-1.2	92.0	0.9	-2.6	5.0	-4.5	-1.2	-0.2	1.2
CCc1[nH]nc2c1C(c1ccsc1)C(C#N)=C(N)O2 (stereo unspecified)	5.1	0.7	107.0	-2.5	-2.4	7.1	·	1.5	-4.7	34.6
COc1cc(Cl)ccc1OCc1cc(C(=O)N2CCN(C3CCCCC3)CC2)no1	-1.7	2.6	98.0	-3.5	-2.3	12.8	-16.1	9.1	2.8	1.2
CC1CCc2nn(CC(=O)NCCN3CCOCC3)cc2C1 (stereo unspecified)	6.0	-0.7	104.0	2.8	-0.3	2.9	3.2	-1.1	·	-2.1
CN(CC(=O)Nc1ccc(F)c(F)c1F)C(=O)C1CCCN1C(=O)c1cccs1 (stereo unspecified)	-7.8	-1.8	105.0	-5.2	7.6	12.4	-10.5	2.0	-2.9	0.6
CCCCNC(=O)C1c2ccccc2OCC(=O)N1CCc1c[nH]c2ccccc12 (stereo unspecified)	·	·	104.0	-4.3	0.5	·	-2.2	·	·	-2.2
COCCNC(=O)C1(C)CCN(Cc2cccc(Oc3ccccc3)c2)C1 (stereo unspecified)	-6.2	-1.2	103.0	-6.7	2.8	5.9	-9.4	-0.2	1.5	-3.5
CC(C)CNC(=O)[C@@H]1CSC2c3ccccc3C(=O)N21 (stereo partly specified)	8.7	0.5	95.0	2.8	-9.6	11.7	-3.2	2.5	-1.7	3.7
O=C(NCc1ccco1)c1cc(S(=O)(=O)N2CCCC2)ccc1Cl	-2.5	0.5	104.0	2.0	9.9	-1.5	·	2.0	-6.1	-3.6
Cc1ccc(OCCOC(=O)c2cccc(S(=O)(=O)N3CC(C)OC(C)C3)c2)cc1 (stereo unspecified)	-6.7	-0.3	87.0	-1.4	-5.2	3.9	-2.3	-1.6	-9.1	-0.6
COc1ccc(NC(=O)NC(C)c2ccc3c(c2)OCO3)cc1OC (stereo unspecified)	3.8	-1.3	99.0	5.7	5.5	2.8	-9.1	0.8	-4.4	1.2
O=C(O)c1cc(Br)ccn1	-9.7	0.2	85.0	-2.0	2.8	19.9	-4.4	1.6	-1.4	-2.2
COCCCN1C(=O)C(O)=C(C(C)=O)C1c1ccccn1 (stereo unspecified)	-2.5	-1.7	96.0	3.4	9.4	2.9	-2.2	0.4	-5.9	-2.3
COc1cc(C(=O)NCCCOC(C)C)ccc1OC1CCN(C(C)=O)CC1	11.7	0.1	96.0	0.6	5.8	2.1	-20.3	0.7	1.6	2.1
CCCCN(CCCC)CC(O)COc1ccc(Br)cc1 (stereo unspecified)	3.9	-0.3	99.0	-3.2	6.6	5.3	2.7	0.1	-3.6	2.3
COc1ccc(C(=O)N2CCN(Cc3ccccc3)CC2)cc1[N+](=O)[O-]	-4.6	-1.9	96.0	-1.1	8.5	-0.7	-5.9	-0.8	8.2	-2.5
COC(=O)NC1(C(F)(F)F)C(=O)Nc2c1c(=O)n(C)c(=O)n2C (stereo unspecified)	1.8	-1.9	92.0	-2.1	-6.7	-0.4	-4.8	0.8	7.9	0.6
Cc1nc(-c2ccccc2)c(Cc2ccccc2O)c(=O)[nH]1	4.2	-2.1	110.0	-0.2	-0.1	7.3	-2.2	3.8	9.5	-1.3
CC(C)(C)c1ccc(OCC(=O)N(Cc2cccs2)C2CCS(=O)(=O)C2)cc1 (stereo unspecified)	0.1	-0.9	101.0	-6.6	-2.1	4.9	-7.0	-1.4	·	-0.7
O=C(OCc1nnc(-c2ccccc2)o1)c1ccc(Br)o1	2.4	-1.2	99.0	-3.9	5.9	6.6	-5.5	0.6	19.4	-0.7
CN(CCc1ccccc1)C(=O)c1ccc(NC(=O)Cc2ccc(NC(=O)C3CCCN(C(=O)C4CCCC4)C3)cc2)cc1 (stereo unspecified)	-16.2	-0.8	94.0	1.4	-0.5	0.9	-5.9	8.2	-4.7	3.0
CN(Cc1ccncc1)C1CC(=O)N(c2ccc(Cl)cc2)C1=O (stereo unspecified)	4.3	-0.8	95.0	-5.5	-3.1	1.9	-2.1	-0.7	9.5	-0.1
CCCn1c(N)c(C(=O)CSc2nnc(Cc3cccs3)n2C2CC2)c(=O)n(C)c1=O	-10.0	-2.6	100.0	0.0	-1.2	8.8	-6.0	2.4	9.9	3.6
CC(OC(=O)CC1CCCC1)C(=O)Nc1ccc(Cl)cn1 (stereo unspecified)	-3.3	-0.6	96.0	2.7	0.9	4.1	-5.7	-0.7	-2.0	0.1
CC(=O)c1cccc(OCc2cc(C(=O)N3CCSCC3)no2)c1	7.1	-1.7	88.0	-0.3	0.1	0.9	-1.4	-2.1	8.6	-0.8

Source: PubChem
